Compound activity deposited in PubChem BioAssay by several laboratories.
West Nile antiviral: West Nile virus antiviral activity, cell-based, CPE readout (AID 1621) | West Nile virus-infected cells, CPE inhibition; higher % means a stronger effect | one-dose CPE inhibition, % at 10 µM; IC50 in µM for titrated hits | actives 0.02% (n = 290,000); in the data active = a potency from the dose series; inconclusive = CPE inhibition mostly from about 3.7% at the one dose, without a potency; inactive = the rest, 99 in 100 with CPE inhibition below about 2.2%; note: strong numbers were not always called active
KOR beta-arrestin-1: KOR antagonists, beta-arrestin recruitment, cell-based, luminescence, uHTS (AID 1778); inhibition, % at 10 µM, or IC50 in µM where a hit was titrated; actives 0.091% (n = 290,000); KOR beta-arrestin recruitment, luminescence, antagonist mode; higher % means a stronger effect; in the data active = inhibition above about 50%; note: strong numbers were not always called active
GPR55 antagonists: GPR55 antagonists blocking LPI-driven arrestin recruitment, primary screen, imaging, U2OS, beta-arrestin-GFP, LPI agonist (AID 2013) | U2OS GPR55 beta-arrestin-GFP translocation imaging, LPI antagonism; higher % means a stronger effect | inhibition, % at 10 µM, or IC50 in µM where a hit was titrated | actives 0.13% (n = 290,000);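 active = spots per cell inhibited over 60%, with over 100 cells counted and total cytoplasm intensity under 500,000; inconclusive = wells with under 100 cells, flagged as likely toxic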;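 note: U2OS cells stably carrying GPR55 and arrestin-GFP stimulated by 5 µM LPI near EC80; imaged beta-arrestin-GFP aggregate spots per cell after agonist stimulation; plate controls were LPI-stimulated DMSO wells for no effect and DMSO wells without LPI for full effect; some results filed as inactive read as strong as hits; confirmed hits need IC50 under 10 µM and bright autofluorescent wells are also inconclusive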
NS5 inhibitors: Dengue-2 NS5 methyltransferase inhibitors, primary screen, biochemical, confirmation dose response (AID 588689). actives 0.3% (n = 340,000). one-dose inhibition, % at 25 µM; IC50 in µM for titrated hits. Dengue-2 NS5 methyltransferase capping enzyme assay, biochemical; higher % means a stronger effect; in the data active = a potency from the dose series; inconclusive = inhibition above about 29% without an active follow-up result
GPR35 arrestin U2OS: inhibition of zaprinast-stimulated GPR35 beta-arrestin translocation – imaging, U2OS, beta-arrestin-GFP, zaprinast agonist, primary screen (AID 2058); U2OS GPR35 beta-arrestin-GFP translocation imaging, zaprinast antagonism; higher % means a stronger effect; one-dose inhibition, % at 10 µM; IC50 in µM for titrated hits; actives 0.052% (n = 290,000);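 active = inhibition of at least 50% with at least 30 cells and total cytoplasm GFP at most 10,000,000; inconclusive = under 30 cells or total GFP of 10,000,000 plus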
KOR beta-arrestin-2: kappa opioid receptor activators – cell-based, luminescence, uHTS, primary screen (AID 1777). KOR beta-arrestin recruitment, luminescence; higher % means a stronger effect. activation, % at 10 µM, or EC50 in µM where a hit was titrated. actives 0.02% (n = 280,000); in the data active = activation above about 50%, passing the limit was not always enough; note: a part of the inactive calls stands beside numbers as strong as those of hits
GPR55 beta-arrestin: GPR55 agonists via beta-arrestin recruitment, primary screen, imaging, U2OS cells, beta-arrestin-GFP redistribution (AID 1961). U2OS GPR55 beta-arrestin-GFP redistribution imaging; higher % means a stronger effect. activation, % at 10 µM, or EC50 in µM where a hit was titrated. actives 0.048% (n = 290,000);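 active = activation above 40% with more than 50 cells counted in the well; inconclusive = wells holding fewer than 50 cells, flagged as toxic or sparse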;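 note: U2OS osteosarcoma cells stably expressing GPR55 and beta-arrestin-GFP; plate controls were DMSO negative control for no effect and LPI positive control for full effect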
NOD1 inhibition: NOD1 signaling inhibitors, primary screen, cell-based, luminescence, uHTS (AID 1578). NOD1-driven NF-kB luciferase reporter cells, luminescence; higher % means a stronger effect. inhibition, % at 4 µM, or EC50 in µM where a hit was titrated. actives 1% (n = 290,000); in the data active = inhibition mostly above about 36%, no sharp cut-off; inactive = mostly below about 34%;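 note: HEK-293T reporter cells stimulated with the NOD1 agonist gamma-tri-DAP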
HIV peptide binding: inhibitors of HIV fusion peptide binding, primary screen, biochemical, uHTS, fluorescence dequenching (AID 1986) | cell-free peptide binding, fluorescence dequenching, 30 min; higher % means a stronger effect | inhibition, % at 20 µM, or IC50 in µM where a hit was titrated | actives 0.3% (n = 290,000); in the data active = inhibition mostly above about 52%, no sharp cut-off; inactive = mostly below about 76%; note: some results filed as inactive read as strong as hits
NS5 inhibitors pilot replicate: further read-out of NS5 inhibitors, marked with its call; inhibition, %; measured here: pilot screen replicate inhibition
An asterisk follows results filed as active; u = inconclusive; x = not tested or not shown; [ ] = dose if it differs, or a comment.

SMILES	West Nile antiviral	KOR beta-arrestin-1	GPR55 antagonists	NS5 inhibitors	GPR35 arrestin U2OS	KOR beta-arrestin-2	GPR55 beta-arrestin	NOD1 inhibition	HIV peptide binding	others
Cc1c(NC(=O)C2CCN(S(=O)(=O)c3ccccc3)CC2)c(=O)n(-c2ccccc2)n1C	0.0%	7%	-3%	6%	2%	-0.1%	-0.1%	14%	-1.8%
CCOc1ccc(N2CC(C(=O)Nc3nnc(Cc4ccccc4)s3)CC2=O)cc1 (centres undefined)	-1.2%	7%	8%	-9%	-2%	2.5%	u	-6%	1.5%
O=C(NCC1CCCO1)C1CCCN1C(=O)Nc1ccc(Cl)c(Cl)c1 (centres undefined)	0.1%	-17%[20 µM]	2%	-10%	-1%	x	-0.1%	-21%	-0.8%
CN(CC(=O)Nc1ccccc1N1CCOCC1)S(=O)(=O)c1ccc(Cl)cc1	-0.1%	-22%	8%	-6%	-8%	-0.5%	0.2%	-25%	-3.1%
Cc1cc(C(=O)Cn2nnc3ccccc3c2=O)c(C)n1Cc1cccs1	-1.2%	11%	-11%	-9%	-1%	-0.1%	0.2%	-65%	1.6%
C[C@H](N)c1nnc(SCC(N)=O)o1	0.3%	11%	0%	0%	-8%	1.4%	-0.3%	1%	-0.6%
Cc1ccc(C(=O)N2CCc3cc4c(cc3C2C)OCCCO4)cc1 (centres undefined)	2.0%	-17%	0%	-9%	-6%	2.4%	-0.3%	12%	-1.8%
COc1ccc(NS(=O)(=O)c2ccc(NC(=S)NC(=O)/C=C/c3ccc(C)cc3)cc2)nn1	1.1%	29%	4%	-2%	1%	-1.3%	0.2%	-2%	23%
C[C@H](NC(=O)N1CCn2c1nc1ccccc12)C(=O)NC1CCCCC1	-0.7%	x	17%	-1%	-7%	x	-0.1%	-17%	2.3%
CCOc1ccccc1NC(=O)c1nc[nH]c1C(=O)Nc1ccccc1OCC	0.8%	-3%	2%	2%	16%	-4.8%	-0.1%	-83%	0.7%
COc1ccc(NC(=O)C2CCN(C(=O)NC3CCCCC3)CC2)c(OC)c1	-0.3%	34%	-1%	2%	-3%	-1.6%	-0.3%	4%	-3.9%
Cc1cc(/C=N/NS(=O)(=O)c2ccc(F)c(Cl)c2)no1	-0.1%	15%	-10%	-11%	-7%	1.5%	-0.2%	-10%	0.7%
COc1ccc(NC(=O)CN2C(=O)COc3ccc(S(=O)(=O)N4CCOCC4)cc32)c(OC)c1	-0.3%	-8%	4%	1%	7%	-6.2%	-0.1%	-18%	-0.5%
Cc1cccc(OCCCC(=O)NCCc2ccccc2)c1	-0.6%	0%	5%	1%	10%	-2.3%	0.3%	10%	0.3%
COCC(=O)Nc1c(C(=O)Nc2cccc(OC)c2)oc2ccccc12	-0.4%	-55%	-16%	-1%	5%	0.1%	-0.2%	-29%	-1.3%
COc1ccc(/C=N/N2CCN(C3c4ccccc4-c4ccccc43)CC2)cc1O	-1.0%	x	-2%	-7%	-12%	-1.1%	-0.2%	4%	0.9%
CCOc1cc(NC(=S)NCc2ccco2)c(OCC)cc1NC(=O)C1CC1	-0.6%	0%	2%	4%	7%	-0.5%	-0.3%	-19%	16%
CCOC(=O)c1c(C)[nH]c(C(=O)COC(=O)c2cnc(C)cn2)c1C	0.2%	-11%	34%	3%	-4%	4.5%	-0.2%	-11%	1.3%
CCCC1(c2ccccc2)NC(=O)N(CC(=O)Nc2cc(C)ccc2OC)C1=O (centres undefined)	-0.6%	-25%	10%	3%	2%	-1.2%	-0.2%	-14%	0.7%
Cc1ccccc1-n1c(=O)c(C#N)cc2c(=O)n3ccccc3nc21	1.0%	-9%	-3%	0%	5%	-5.5%	-0.1%	-14%	-1.7%	NS5 inhibitors pilot replicate=2.3

Looked up by compound from the entries so far:
SMILES	West Nile antiviral	KOR beta-arrestin-1	GPR55 antagonists	NS5 inhibitors	GPR35 arrestin U2OS	KOR beta-arrestin-2	GPR55 beta-arrestin	NOD1 inhibition	HIV peptide binding	others
CCOC(=O)c1c(C)[nH]c(C(=O)COC(=O)c2cnc(C)cn2)c1C	0.2%	-11%	34%	3%	-4%	4.5%	-0.2%	-11%	1.3%
O=C(NCC1CCCO1)C1CCCN1C(=O)Nc1ccc(Cl)c(Cl)c1 (centres undefined)	0.1%	-17%[20 µM]	2%	-10%	-1%	x	-0.1%	-21%	-0.8%
CN(CC(=O)Nc1ccccc1N1CCOCC1)S(=O)(=O)c1ccc(Cl)cc1	-0.1%	-22%	8%	-6%	-8%	-0.5%	0.2%	-25%	-3.1%
Cc1cccc(OCCCC(=O)NCCc2ccccc2)c1	-0.6%	0%	5%	1%	10%	-2.3%	0.3%	10%	0.3%
C[C@H](NC(=O)N1CCn2c1nc1ccccc12)C(=O)NC1CCCCC1	-0.7%	x	17%	-1%	-7%	x	-0.1%	-17%	2.3%

Continued:
SMILES	West Nile antiviral	KOR beta-arrestin-1	GPR55 antagonists	NS5 inhibitors	GPR35 arrestin U2OS	KOR beta-arrestin-2	GPR55 beta-arrestin	NOD1 inhibition	HIV peptide binding	others
O=C(Cn1cc2c(n1)CCCC2)NCc1cccc(Cl)c1	-0.4%	-38%	10%	-1%	-4%	-2.7%	-0.3%	-28%	0.2%
CCc1nc(SCC(=O)Nc2ccccc2OC)n[nH]1	-0.2%	8%	-10%	-1%	-2%	-2.9%	0.3%	-34%	0.8%
CCOC(=O)C1(Cc2cccc(Cl)c2)CCCN(C(=O)C2CC2)C1 (centres undefined)	-1.3%	-15%	6%	-8%	9%	0.5%	0.0%	-32%	0.8%
Brc1ccc(-n2cccc2/C=N/n2cnnc2)cc1	-0.2%	6%	6%	-9%	14%	-5.9%	-0.1%	-6%	0.0%
O=C(N/C(=C\c1ccco1)C(=O)N1CCCC1)c1ccccc1	1.4%	25%	8%	4%	-16%	-2.7%	1.1%	-38%	2.0%
Cc1cc(C)nc(SCc2nnc(SCC(=O)Nc3nccs3)n2Cc2ccco2)n1	-1.0%	14%	6%	-6%	-2%	-0.2%	-0.1%	12%	0.8%
CCn1c(SCC(=O)Nc2cc(NC(C)=O)ccc2OC)nnc1-c1ccccn1	-0.6%	-6%	11%	-6%	11%	-0.6%	-0.3%	-10%	0.2%
COc1cc2[nH]c(=S)nc(NCc3cccs3)c2cc1OC	-0.2%	32%	14%	x	4%	-5.5%	-0.2%	-29%	-1.3%
O=S(=O)(c1ccc2c(c1)OCCO2)N1CCc2ccccc21	-0.2%	-2%	16%	-7%	7%	-3.0%	-0.2%	-18%	-1.4%
COc1ccccc1N(CC(=O)Nc1c(C)n(C)n(-c2ccccc2)c1=O)S(=O)(=O)c1ccc(C)cc1	0.2%	4%	3%	-12%	-14%	3.9%	0.7%	-13%	-0.6%
O=S(=O)(c1ccccc1)n1ccc2ccccc21	1.1%	-2%	0%	1%	-3%	-5.7%	0.6%	44%	-2.2%
O=c1[nH]cnc(O)c1C(c1ccc2c(c1)OCO2)c1c(O)nc[nH]c1=O	0.0%	1%	10%	-9%	-1%	-1.0%	-0.5%	-19%	0.5%
Cc1cc(C(=O)O)cc(Br)c1N	0.4%	-20%	-12%	6%	5%	-0.2%	-0.1%	-13%	-0.7%
CCOC(=O)c1ccc(NC(=O)C(CC)(CC)C(=O)OCC)cc1	0.4%	-43%	8%	-1%	3%	-2.4%	-0.1%	-2%	1.2%	NS5 inhibitors pilot replicate=-3.9
Cc1ccccc1N1C(=O)c2ccccc2C1Nc1cccnc1 (centres undefined)	-0.1%	5%	-1%	-5%	1%	-8.1%	-0.1%	-41%	-0.5%
CCc1ccc(NC(=O)CSCCN2C(=O)c3ccccc3C2=O)cc1	-0.2%	-3%	4%	-3%	5%	7.4%	-0.1%	3%	0.3%
COc1ccccc1C(=O)Nc1ccccc1N1CCCCC1	-0.8%	-4%	-8%	-5%	-1%	2.9%	-0.1%	-10%	3.8%
Fc1ccc(C(c2nnnn2Cc2cccs2)N2CCN(C3CCCC3)CC2)cc1 (centres undefined)	-0.4%	36%	11%	-4%	-9%	1.4%	-0.2%	-14%	-3.7%
COc1ccc2cc(CN(Cc3cccnc3)S(=O)(=O)c3ccccc3)c(=O)[nH]c2c1	-0.3%	0%	7%	-2%	2%	1.7%	0.3%	-18%	1.7%
CCCCCn1c(C)c2c(OCC)cccc(=O)c2c1C	-0.1%	8%	1%	4%	7%	4.4%	3.7%	-1%	7.4%
CCOc1ncccc1C(=O)N1CCN(Cc2ccc3c(c2)OCO3)CC1	0.0%	30%	8%	1%	4%	-3.5%	-0.1%	-12%	2.7%
CN(C)c1c([N+](=O)[O-])cc2[nH]c(=O)[nH]c2c1[N+](=O)[O-]	0.8%	-45%	-9%	8%	9%	4.6%	0.0%	-6%	-3.0%
COc1ccccc1NC(=S)NNC(=O)c1cc(C)nn1C	0.2%	40%	-8%	-9%	-13%	-2.1%	-0.1%	-7%	-4.3%
O=C(Nc1ccc(F)c(Cl)c1)C1CCN(S(=O)(=O)c2cccnc2)CC1	-0.4%	12%	6%	1%	24%	-7.8%	-0.2%	-18%	-0.2%
CC(=O)Nc1ccc(-c2nn[nH]n2)cc1Cl	-0.4%	1%	10%	5%	-27%	-3.4%	-0.1%	-11%	1.2%
Fc1cccc2sc(Nc3nc4cc5c(cc4s3)OCCO5)nc12	-1.0%	9%	8%	-4%	x	-0.4%	-0.3%	-38%	-0.2%

Arranged by molar mass (smallest number first): part of the list above
SMILES	West Nile antiviral	KOR beta-arrestin-1	GPR55 antagonists	NS5 inhibitors	GPR35 arrestin U2OS	KOR beta-arrestin-2	GPR55 beta-arrestin	NOD1 inhibition	HIV peptide binding	others
CC(=O)Nc1ccc(-c2nn[nH]n2)cc1Cl	-0.4%	1%	10%	5%	-27%	-3.4%	-0.1%	-11%	1.2%
CN(C)c1c([N+](=O)[O-])cc2[nH]c(=O)[nH]c2c1[N+](=O)[O-]	0.8%	-45%	-9%	8%	9%	4.6%	0.0%	-6%	-3.0%
COc1ccccc1NC(=S)NNC(=O)c1cc(C)nn1C	0.2%	40%	-8%	-9%	-13%	-2.1%	-0.1%	-7%	-4.3%

This is a subset; rates above refer to the full screens.
